Bioassay records as filed in PubChem BioAssay.
ADAM10 inh: inhibits human ADAM10; recombinant ADAM10, EDANS/DABCYL FRET peptide cleavage, 3 h; 370,000 tested, 0.62% active; O14672; AID 720582; inhibition, % at 7 µM;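 active = inhibition above a per-campaign cutoff equal to the mean of compounds falling between control-based bounds plus 3 SD, cut at about 20% in these data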;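 also: 0% = DMSO wells while the 100% control is not disclosed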
DAX1 inh-1: inhibitors of DAX1 repression of SF-1 activated StAR promoter. HEK293T StAR-luciferase reporter, SF-1/DAX-1 repression relief. inhibition, % at 6.8 µM. 370,000 tested, 1.1% active. AID 652010;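 active = inhibition above the mean over all tested compounds plus 3 SD, cut at about 3.6% in these data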;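 also: 0% = DAX-1 cells with DMSO and 100% = cells lacking DAX-1 with DMSO; higher inhibition means more luminescence from relief of DAX-1 repression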
NPR2 activator: GC-B (human) receptor activation; HEK293-GC-B cells, CNP EC30, cGMP TR-FRET; 0% at EC30 CNP, 100% saturating CNP; activation, % at 10 µM; 370,000 tested, 0.11% active;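 active = activation at 10 µM reaching about 35% in either raw or pattern-adjusted values, limit read from the data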
Target sequence (P20594 whole entry, looked up): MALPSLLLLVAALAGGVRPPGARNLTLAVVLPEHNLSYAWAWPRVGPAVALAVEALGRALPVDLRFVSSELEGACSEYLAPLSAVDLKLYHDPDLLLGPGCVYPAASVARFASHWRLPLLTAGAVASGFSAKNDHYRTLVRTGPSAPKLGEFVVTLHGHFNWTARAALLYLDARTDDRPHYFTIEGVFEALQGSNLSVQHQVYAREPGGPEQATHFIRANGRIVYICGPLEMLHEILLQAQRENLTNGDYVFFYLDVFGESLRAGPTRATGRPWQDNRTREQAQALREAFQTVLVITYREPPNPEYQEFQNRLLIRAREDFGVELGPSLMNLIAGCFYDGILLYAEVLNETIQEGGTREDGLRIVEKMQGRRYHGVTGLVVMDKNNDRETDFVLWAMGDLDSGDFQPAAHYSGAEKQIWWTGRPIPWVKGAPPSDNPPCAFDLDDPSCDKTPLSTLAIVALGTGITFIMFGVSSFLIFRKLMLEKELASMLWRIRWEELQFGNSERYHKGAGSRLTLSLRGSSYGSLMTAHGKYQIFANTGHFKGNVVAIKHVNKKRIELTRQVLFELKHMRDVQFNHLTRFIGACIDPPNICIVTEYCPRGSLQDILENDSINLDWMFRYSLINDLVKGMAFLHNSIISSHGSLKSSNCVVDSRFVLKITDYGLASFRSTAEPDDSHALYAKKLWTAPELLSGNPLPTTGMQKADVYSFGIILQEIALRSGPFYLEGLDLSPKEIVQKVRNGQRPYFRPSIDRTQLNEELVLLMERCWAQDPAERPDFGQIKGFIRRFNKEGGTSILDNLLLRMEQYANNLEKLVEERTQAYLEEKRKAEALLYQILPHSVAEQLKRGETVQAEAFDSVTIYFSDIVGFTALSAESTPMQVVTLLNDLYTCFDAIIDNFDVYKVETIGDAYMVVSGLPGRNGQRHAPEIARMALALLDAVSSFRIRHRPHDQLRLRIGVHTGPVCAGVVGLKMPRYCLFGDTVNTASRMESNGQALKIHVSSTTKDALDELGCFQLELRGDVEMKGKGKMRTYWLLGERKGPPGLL
DAX1 inh-2: inhibitors of human orphan nuclear receptor DAX1 (NR0B1); P51843; HEK293 Gal4-DAX1 luciferase reporter, luminescence; inhibition, % at 6.75 µM; 340,000 tested, 0.99% active; AID 504766;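 active = inhibition above the mean over all tested compounds plus 3 SD, cut at about 4.2% in these data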;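 also: 0% = DAX1-transfected cells with DMSO and 100% = empty-vector control cells with DMSO; inhibition shows as a rise in luminescence from relieved DAX1 repression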
hcDAF12 agonist: activators of H. contortus DAF-12 nuclear receptor | HEK293 hcDAF-12 lit1-tk-luc reporter, luminescence; 0% DMSO, 100% Δ7-dafachronic acid | activation, % at 6.8 µM | 370,000 tested, 1.4% active | AID 652067;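 active = activation above the mean of all tested compounds plus 3 SD, cut at about 5.5% in these data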;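 also: 100% = response to 3 µM Δ7-dafachronic acid high control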
HGIII-sPLA2 inh: Blocks human group III sPLA2 activity; Q9NZ20; QFRET BODIPY PC-A2 liposome hydrolysis, fluorescence; inhibition, % at 12.2 µM; 370,000 tested, 0.56% active; AID 743126;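 active = inhibition above mean plus 3 SD of compounds lying within the high and low control bounds, cut at about 19% in these data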;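 also: 0% = median of test compound wells and 100% = no enzyme DMSO wells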
ssDAF-12 act: activators of S. stercoralis DAF-12 nuclear receptor | HEK293 ssDAF-12/GRIP1 lit1-tk-luc reporter, luminescence; % of 3 µM dafachronic acid response | activation, % at 6.8 µM | 370,000 tested, 1% active | AID 652126;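 active = activation above the mean over all tested compounds plus 3 SD, cut at about 0.9% in these data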;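 also: 0% = DMSO-only wells and 100% = 3 µM delta7-dafachronic acid wells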
hgDAF-12 ag: agonists of H. glycines DAF-12 nuclear receptor | activation, % at 6.8 µM | 370,000 tested, 1.8% active | HEK293 GAL4-hgDAF12 UAS-luciferase reporter, agonist luminescence; normalized to butyrate control;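 active = activation above a cutoff set at the mean of all screened compounds plus 3 SD, cut at about 10% in these data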;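 also: 0% = DMSO wells and 100% = sodium butyrate wells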
FXN GAA850 act: activators of GAA850 frataxin (FXN) promoter; HEK293 lucGAA850 FXN promoter luciferase reporter, 24 h; percent of 10 µM SAHA response; activation, % at 6 µM; 360,000 tested, 0.56% active; AID 540364;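 active = activation above the average of all compounds screened plus 3 SD, cutoff fixed separately per campaign, cut at about 7.5% in these data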;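 also: 0% = DMSO wells and 100% = 10 µM SAHA wells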
GC-A act: GC-A (human) enzyme activation | P16066 | HEK293 GC-A cells, cGMP TR-FRET, EC30 ANP; 0% at EC30 ANP, 100% saturating ANP | activation, % at 10 µM | 370,000 tested, 0.14% active | AID 1671463; in the data active = activation above about 40%
SMARCA2 activ: increases SMARCA2 function in MMTV reporter cells; MG213 cells, MMTV-luciferase reporter, dexamethasone, overnight; activation, % at 9.1 µM; 370,000 tested, 1% active; AID 652017; in the data active = activation above about 7.8%;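 also: 0% = vehicle wells and 100% = reference activator wells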
* marks the source's active call; other numbers are inactive results; . = no result given.

SMILES | ADAM10 inh | DAX1 inh-1 | NPR2 activator | DAX1 inh-2 | hcDAF12 agonist | HGIII-sPLA2 inh | ssDAF-12 act | hgDAF-12 ag | FXN GAA850 act | GC-A act | SMARCA2 activ
COc1cc(C)c(CN2CCCCC2CO)cc1C (stereo unspecified) | 5.2 | -0.1 | 1.2 | -0.3 | -1.3 | -3.5 | -1.7 | -2.5 | 2.3 | -0.4 | 0.3
O=C(CN1CCN(C(=O)c2cccc(S(=O)(=O)N3CCCC3)c2)CC1)Nc1ccccc1Cl | -11.2 | -1.2 | 2.7 | -0.8 | -1.5 | 5.0 | -1.0 | -1.0 | 0.1 | -1.8 | -3.1
COC(=O)C(C(=O)OC)c1ccc(NC(=O)c2cccc(Cl)c2)cc1 | 1.7 | -0.3 | -1.4 | 0.7 | 1.1 | 1.9 | -1.0 | -1.1 | 0.5 | 1.9 | 2.6
O=S(=O)(Nc1ccc(-c2cn3c(n2)SCC3)cc1)c1cc(F)ccc1F | -3.0 | 0.6 | -1.4 | 0.1 | -0.6 | -19.7 | -1.3 | 0.1 | -0.4 | 1.2 | 0.6
COc1ccc(S(=O)(=O)NCCSCc2ccc(Cl)cc2)cc1NC(C)=O | 5.6 | -1.8 | -0.1 | -1.5 | -1.6 | -1.0 | -1.4 | -1.2 | -2.1 | 0.2 | -1.9
O=C(NC1CCCCC1)N(Cc1cc2cc3c(cc2[nH]c1=O)OCCO3)CC1CCCO1 (stereo unspecified) | -450.5 | -1.1 | 4.9 | 1.5 | -1.6 | 0.0 | -1.3 | -3.0 | -0.8 | 5.8 | -1.0
O=C(Nc1ccccc1-c1ccccc1)c1cccc([N+](=O)[O-])c1 | -8.2 | 0.2 | -2.2 | 0.4 | -0.7 | 0.9 | -0.8 | 0.9 | 0.1 | -4.1 | 1.2
O=C1CC(c2ccccc2)CC(O)=C1C=Nc1ccc(O)cc1 (stereo unspecified) | 2.1 | -0.7 | -1.6 | 1.5 | -0.9 | -13.4 | -1.5 | -2.9 | -0.4 | -5.5 | -0.9
C(=C\c1ccc2nncn2c1)/c1ccccc1 | -81.3 | 1.1 | -5.7 | . | 0.5 | -15.5 | -0.6 | 4.2 | 2.0 | -3.7 | -1.8
CC(C)C[C@H]1CN(CCCC[C@H]2CNC(=O)C(=O)N2CCc2ccccc2)C(=O)C(=O)N1CCC1CCCCC1 | -5.8 | -1.1 | 0.3 | . | -1.4 | 11.4 | -1.2 | -1.0 | . | 1.2 | -6.0
COc1ccc(CC(=O)NNc2ncnc3c2cnn3C)cc1OC | 2.5 | 0.0 | 4.1 | 0.6 | 0.0 | 0.7 | -1.1 | 1.2 | 2.0 | 3.5 | -1.0
O=C(O)c1ccccc1-c1ccccc1C(=O)Nc1ccc(OC(F)(F)F)cc1 | -2.6 | -0.1 | 0.8 | 0.5 | -2.6 | -7.8 | -0.8 | -0.3 | 1.8 | -1.7 | -0.5
Cc1c(C(=O)NCc2cccnc2)oc2ccc(S(=O)(=O)N3CC(C)CC(C)C3)cc12 (stereo unspecified) | -8.3 | 1.3 | -0.5 | -0.6 | 5.3 | -3.7 | -1.0 | 3.7 | -1.5 | 3.2 | -5.0
C=CCn1c(Oc2cccc(C)c2)nc2c1c(=O)n(C)c(=O)n2C | 1.2 | 0.4 | 0.2 | -0.2 | 0.0 | -3.6 | -1.4 | -0.7 | 0.7 | -3.8 | -2.7
C#CCn1c(CCNC(=O)c2ccco2)nc2ccccc21 | 6.5 | 0.0 | -1.5 | 1.3 | -2.3 | 4.1 | -1.2 | -0.7 | 3.0 | 0.5 | -2.0
Cc1ccc(Nc2nc3nonc3nc2N(C)C)cc1 | 7.6 | -1.3 | 1.6 | -0.5 | -0.3 | -7.0 | -0.3 | 1.5 | -1.1 | -4.2 | -2.7
COc1cc2cc(Br)cc(Br)c2nc1C | 13.5 | -0.1 | 2.1 | 1.0 | -1.5 | 3.4 | -0.7 | 0.4 | -1.0 | 12.4 | -5.0
COC(=O)c1sc2cc(C(F)(F)F)cnc2c1-c1cccnc1 | -0.7 | 0.0 | 1.2 | -0.6 | 0.3 | 1.3 | -1.6 | 0.5 | 3.4 | 0.7 | 2.0
Cn1c(-c2cccc(OCc3ccccc3)c2)nc2c1c(=O)[nH]c(=O)n2Cc1ccccc1 | 0.6 | 0.1 | -4.1 | -0.5 | -0.4 | 1.8 | -1.0 | 0.0 | -1.9 | -3.5 | -1.9
O=C(O)CC(SCC(=O)Nc1ccccc1)C(=O)O (stereo unspecified) | 13.4 | 0.4 | 5.9 | -1.6 | -0.9 | -2.3 | -0.8 | 2.5 | 1.9 | 3.2 | 0.8
COc1ccc(S(=O)(=O)N2CCCCC2)cc1NC(=O)C1CC1C (stereo unspecified) | -4.6 | -0.9 | 6.1 | 0.7 | 2.9 | 6.3 | -0.3 | -0.7 | 0.3 | 1.2 | -0.1
CCn1c(NC(=O)C(C)C)c(-c2cccs2)c(=O)c2ccccc21 | -14.7 | -0.3 | 1.1 | -0.2 | 1.1 | -0.4 | 0.2 | 2.3 | 1.5 | 0.3 | -2.7
CC(C)(C)c1ccc(CC(=O)N2CCC2(C)C(=O)NS(=O)(=O)c2ccc3c(c2)CCO3)cc1 (stereo unspecified) | 2.0 | 1.2 | 2.9 | . | -0.7 | -6.9 | -0.5 | -0.2 | -0.6 | 0.4 | 6.1
CC(=O)c1c(O)c2cccc3c2n(c1=O)CCC3 | -5.0 | 0.3 | -6.8 | 0.3 | 0.2 | -0.5 | -1.1 | 1.5 | 2.2 | 0.5 | 1.1
C/C=C(/C)C(=O)Nc1cccc(C2=NOC3(C2)C[C@@H](C(N)=O)N(C(=O)C2(C)CC2)C3)c1 (stereo partly specified) | 1.2 | 0.2 | 1.5 | 0.3 | -1.3 | 1.1 | -1.3 | -2.2 | -0.5 | 1.1 | 3.5
O=C(COC(=O)/C=C/c1cccc([N+](=O)[O-])c1)NCC1CCCO1 (stereo unspecified) | -11.2 | 0.1 | 3.4 | -1.1 | -0.5 | 7.5 | -1.6 | 2.2 | 1.5 | -4.5 | -2.1
O=C(C1=NN[C@@H]2C(=O)N(c3ccccc3C(F)(F)F)C(=O)[C@H]12)c1cnccn1 | -0.6 | -0.7 | 5.5 | 2.2 | 0.4 | -3.4 | -1.1 | 0.4 | -0.2 | 5.1 | -0.3
CCOc1ccc2nc(SCC(=O)NC(=O)NCc3ccco3)sc2c1 | -2.5 | -0.3 | -3.2 | 0.7 | -2.1 | -25.8 | -1.1 | 5.5 | -0.2 | 2.6 | -0.3
CCOC(=O)c1sc2nc(SCC(=O)NCc3ccco3)n(Cc3ccccc3)c(=O)c2c1C | 0.2 | -0.1 | 0.4 | 1.6 | -2.7 | 2.3 | -1.2 | -1.1 | 3.1 | 0.2 | -2.9
CN(C)N1C(=O)CC(NNC(=O)c2ccncc2)C1=O (stereo unspecified) | 10.6 | -0.2 | 0.8 | -0.3 | -1.0 | 1.4 | -1.7 | -1.3 | -1.2 | -2.2 | -4.0
CCCC(=O)Nc1ccc(NC(=O)C23CC4CC(CC(C4)C2)C3)cn1 | -4.2 | 0.7 | 6.6 | 0.4 | 0.7 | 7.4 | -1.0 | 3.4 | 1.9 | 3.3 | -5.2
O=C(CC1SC(=O)N(c2ccccc2)C1=O)Nc1ccccc1 (stereo unspecified) | 11.8 | 1.3 | 1.3 | 0.2 | 1.4 | -8.3 | -0.4 | 6.4 | 1.0 | 6.5 | 0.9
Cc1cccc(N2CCN(C(c3ccc(N(C)C)cc3)c3nnnn3C(C)(C)C)CC2)c1C (stereo unspecified) | 2.0 | 0.2 | -4.3 | 0.4 | -0.5 | 2.1 | -1.2 | 1.3 | 1.3 | -2.5 | -1.5
CC(=O)Cn1c(C(F)(F)F)nc2ccccc21 | -1.8 | 0.1 | 1.3 | 1.2 | -0.1 | 3.4 | -0.5 | 0.8 | 0.4 | -4.7 | 2.7
CC12CCC(=O)C=C1CCC1C2CCC2(C)C(C(=O)CO)CC(O)C12 (stereo unspecified) | -22.0 | 0.3 | 1.3 | -0.4 | 2.5 | 4.2 | -1.5 | 0.0 | 0.2 | -0.5 | -3.0
COC(=O)c1sccc1NC(=O)c1cc(OC)cc(OC)c1 | -4.1 | -1.4 | -3.2 | -0.3 | -1.7 | -2.1 | -1.7 | 0.3 | -1.5 | 0.5 | -0.8
N#CC1(Nc2ccc3ccccc3c2)CCCC1 | -51.9 | 4.1* | -0.5 | 2.8 | 6.9* | 1.9 | 0.3 | 9.1 | 3.5 | -3.0 | 0.4
CNc1nc(Cl)nc2c1ncn2-c1ccccc1 | 0.3 | -0.7 | 0.1 | 4.6* | 0.4 | 0.3 | -1.1 | 3.9 | 2.8 | 3.7 | 0.4
O=C(O)c1ccc(CSc2nnc(-c3ccc(Cl)cc3)o2)cc1 | 9.2 | 0.4 | -5.1 | 2.8 | -2.0 | -2.0 | -1.6 | -0.5 | 0.2 | 2.2 | 2.3
Cc1ccccc1CC(=O)NCC1CCCCC1 | 9.1 | 0.1 | 2.7 | 0.5 | 0.7 | 4.6 | -1.0 | 0.7 | 0.5 | -2.7 | -1.9
CN1/C(=C/C(=O)C2CCC2)Sc2ccccc21 | 13.7 | 2.7 | -4.3 | 0.5 | 8.1* | -1.8 | -0.1 | 12.3* | 2.8 | -3.0 | 1.7
COc1ccc(-c2ccc([C@H]3[C@@H]4C=CCC[C@@]4(C)C(=O)N3Cc3ccccc3)c(F)c2)cc1 | 6.4 | -0.5 | -0.9 | 0.9 | -2.1 | -9.3 | -1.7 | -1.3 | -1.4 | 1.1 | -1.1
COc1cccc(C=NNC(=O)C2CC2)c1 | -7.5 | -0.3 | 7.4 | 1.5 | 0.9 | 1.0 | -0.7 | 1.9 | 0.9 | 0.6 | 0.8
CCC(NC(=S)NCc1ccc(F)cc1)c1ccc(C(C)C)cc1 (stereo unspecified) | 13.1 | -2.0 | -1.1 | -0.6 | -2.6 | -10.9 | -1.5 | -1.3 | 1.1 | -0.5 | -1.7
COC(=O)C1=C(C)NC(C)=C(C(=O)OC)C1C1CC=CCC1 (stereo unspecified) | -8.4 | -0.4 | -3.0 | 0.2 | -0.7 | -2.6 | -1.6 | -1.1 | 0.0 | -1.6 | 0.5
NC(=O)C1CCN(CCCNC2CC(=O)N(Cc3ccc(N4CCCC4=O)cc3)C2=O)CC1 (stereo unspecified) | -13.8 | -0.3 | 1.1 | 3.5 | -1.2 | 0.1 | -1.2 | 1.3 | 1.5 | -3.2 | -1.6
O=C(O)CCCC(=O)Nc1ccccc1C(=O)N1CCOCC1 | 2.9 | 0.1 | -1.1 | 0.8 | -0.1 | 7.3 | -0.3 | 1.0 | 1.1 | 0.1 | -4.1
